Source: PubChem BioAssay (several laboratories)
WT yeast gro inh = growth inhibition of WT yeast, mitochondrial fusion screen. mitochondrial fusion phenotypic screen, WT strain. inhibition, % at 10 µM. 2.1% of 190,000 active. AID 1362; in the data active = inhibition above about 58%; tested in S. cerevisiae
Myeloid diff MLP = myeloid differentiation induction; 1% of 360,000 active; calls only at 10 µM; AID 624256; ER-HoxA9 myeloid progenitors, lysozyme-GFP differentiation, flow cytometry;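 active = normalized GFP-positive differentiation at or above the plate's own cutoff, the solvent-only control mean plus 3 SD; inconclusive = no clear call, values can overlap the other calls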;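 also: cells exposed to compound for four days before flow analysis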
RSV CPE inhibition = inhibition of RSV-induced cytopathic effect – HEp-2 cells, primary 10 µM value included (AID 2391); HEp-2 cells, RSV-induced CPE inhibition; higher % means a stronger effect; one-dose CPE inhibition, % at 10 µM; IC50 in µM for titrated hits; 0.13% of 310,000 active; in the data active = a potency from the dose series; inconclusive = CPE inhibition mostly from about 23% at the one dose, without a potency; inactive = the rest, 99 in 100 with CPE inhibition below about 21%; also: strong numbers were not always called active
bCat nuc transl = alters nuclear translocation of beta-catenin in HeLa cells. immunofluorescence imaging. nuclear translocation activity, % at 5 µM. 0.3% of 190,000 active. AID 1665;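 active = nuclear translocation activity above 50% at 5 µM, with a well cell count of 50 or more; inconclusive = wells under 50 cells across six images, flagged as toxic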;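 also: per-cell ratio of nuclear to cytoplasmic median beta-catenin stain intensity; plate controls were DMSO negative control for no effect and GSK-3 inhibitor IX positive control for full effect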
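Test system: HeLa cells, endogenous beta-catenin; Compound: single 5 µM dose plus 0.02–20 µM confirmation series; Times: compound exposure 24 h at 37°C; Signal: fluorescence imaging of beta-catenin antibody stain plus DAPI; Read-out: % activation, nuclear-to-cytoplasmic median beta-catenin signal ratio per cell.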
West Nile antiviral = West Nile virus antiviral activity, cell-based, CPE readout (AID 1621) | CPE inhibition, % at 10 µM; hits with a dose series show IC50 in µM | 0.02% of 290,000 active | West Nile virus-infected cells, CPE inhibition; higher % means a stronger effect; in the data active = a potency from the dose series; inconclusive = CPE inhibition mostly from about 3.7% at the one dose, without a potency; inactive = the rest, 99 in 100 with CPE inhibition below about 2.2%; also: strong numbers were not always called active
T cell modulator = T cell immune modulation candidate; 2C CD8+ T cell-vesicle binding, flow cytometry; stronger effect = lower value; calls only at 7 µM; 0.068% of 330,000 active;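 active = response, share of CD8 T cells binding vesicles, and their 90th percentile fluorescence all below set limits, cut at about 80% in these data, passing the limit was not always enough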
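Incubation: binding step 1.5 h, 37 °C, antibody labelling 20 min, ice; system: murine 2C transgenic CD8+ T lymphocytes; technique: cytometric PE anti-B7-1 and Alexa647 anti-CD8 signals after 1% paraformaldehyde fixation; also added: QL9-charged Drosophila Ld/ICAM-1/B7-1 vesicles; control set: naked versus QL9-loaded vesicles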
SV40 large T antigen = SV40 large T antigen inhibitors, biochemical (AID 1903); SV40 large T antigen ATPase/helicase inhibition assay; higher % means a stronger effect; inhibition, % at 20 µM; hits with a dose series show IC50 in µM; 0.39% of 310,000 active; in the data active = a potency from the dose series; inconclusive = inhibition mostly from about 32% at the one dose, without a potency; inactive = the rest, 99 in 100 with inhibition below about 32%; also: strong numbers were not always called active
Salmonella PhoP GFP = inhibitors of PhoP regulon expression, primary screen, Salmonella Typhimurium, GFP reporter (AID 1863); S. Typhimurium PhoP-regulated promoter GFP reporter, 4 h; higher % means a stronger effect; 0.16% of 300,000 active; one-dose inhibition, % at 50 µM; IC50 in µM for titrated hits;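 active = inhibition over 29.93%, a cutoff 3 SD above the screen mean, later confirmed by dose response; inconclusive = inhibition over 29.93% but no dose response follow-up; inactive = inhibition at most 29.93% or unconfirmed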;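 also: 0% = low Mg2+ inducing control and 100% = high Mg2+ repressing control; strong numbers were not always called active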
Rac1 GTP hydrolysis = MgcRacGAP GTPase-activating activity inhibitors, confirmation, biochemical, ADP Hunter fluorescence; MgcRacGAP-stimulated Rac1 GTP hydrolysis, ADP Hunter fluorescence; higher % means a stronger effect; GST-tagged Rac1 F28L mutant substrate; one-dose inhibition, % at 30 µM; IC50 in µM for titrated hits; 0.6% of 340,000 active;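 active = first-screen hits whose inhibition reached a set limit at any dose in the follow-up dose series; inconclusive = inhibition above the set first-screen limit but never retested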;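 also: fluorescence reports GDP produced by GAP-driven GTP hydrolysis; strong numbers were not always called active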
WT yeast gro inh mutant strain = also measured in WT yeast gro inh; calls as there; inhibition, %; mitochondrial fusion phenotypic screen, mutant strain inhibition
bCat nuc transl cell count 5 µM = second read-out of bCat nuc transl, no call of its own (marks repeat the call); cell count; measured here: cell count, cytotoxicity flag
T cell modulator vesicle-bound % = further read-out of T cell modulator, marked with its call; double positive events, %; measured here: CD8+ vesicle-bound cell fraction;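 binding gate set so that unloaded-vesicle control wells show 10% double positive cells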
Myeloid diff MLP GFP+ MAC1+ % = second read-out of Myeloid diff MLP, no call of its own (marks repeat the call); GFP+ MAC1+ double positive, %; measured here: differentiation confirmed by MAC1 staining
Starred values were filed as active, the others as inactive; i = inactive; ? = inconclusive; . = not tested or not shown.

SMILES	WT yeast gro inh	WT yeast gro inh mutant strain	Myeloid diff MLP	Myeloid diff MLP GFP+ MAC1+ %	RSV CPE inhibition	bCat nuc transl	bCat nuc transl cell count 5 µM	West Nile antiviral	T cell modulator	T cell modulator vesicle-bound %	SV40 large T antigen	Salmonella PhoP GFP	Rac1 GTP hydrolysis
CCOCCCNC(=O)C(NC(=O)Cc1c[nH]c2ccccc12)c1ccc(OC)cc1 (centres undefined)	-1.7	8.2	i	0.7	-2.0%	-2.1	1042	-0.7%	i	43.5	17.9%	3.5%	4.8%
CCOP(=O)(Cc1ccc(C(C)(C)CC(C)=O)o1)OCC	.	.	i	2.2	0.5%	0.7	1291	0.2%	i	21.7	8.9%	-12.7%	-20.0%
O=C(CSc1nc2ncccc2[nH]1)c1ccc2c(c1)OCO2	.	.	i	0.5	3.7%	-0.2	1292	0.1%	i	3.2	10.5%	-4.8%	.
Cc1cccc(-n2c(C)cc(C(=O)NC3CCCCC3)c2C)c1	12.7	-9.1	i	0.7	2.1%	3.6	1069	-1.2%	i	42.0	13.8%	5.2%	6.7%
COc1ccccc1C(CNc1ccc(S(=O)(=O)N2CCCC2)cc1[N+](=O)[O-])N(C)C (centres undefined)	.	.	i	1.2	1.8%	.	.	0.6%	i	10.1	11.1%	1.2%	11.5%
CCc1nonc1NC(=O)COc1cc(C)c(Cl)c(C)c1	.	.	i	0.7	1.8%	.	.	0.6%	i	37.1	2.1%	9.2%	7.0%
COc1ccc([N+](=O)[O-])cc1N(CC(O)CN1CCCC1)S(=O)(=O)c1ccc(C)cc1 (centres undefined)	-0.1	-4.0	i	0.0	-0.8%	3.3	1059	-0.5%	i	62.6	-0.6%	8.9%	-1.6%
COCCN(Cc1ccccc1)C(=O)C1CCN(S(=O)(=O)c2ccc3c(c2)OCCO3)CC1	.	.	i	0.4	0.2%	.	.	.	i	42.7	.	.	8.8%
CCc1nnc2c(N(C)S(=O)(=O)c3ccc(C)cc3)nc3ccccc3n12	.	.	i	4.2	3.1%	.	.	-0.3%	i	24.8	1.4%	-1.5%	4.5%
O=C(c1ccc(N2C(=O)CCC2=O)cc1)N1CCOCC1	3.2	-13.1	i	1.8	0.8%	-2.1	978	0.4%	i	25.6	7.2%	5.5%	10.1%
CCCn1c(=O)c2c(nc3n2CCN3Cc2ccco2)n(C)c1=O	-8.8	0.0	i	0.3	-0.9%	-0.4	969	-0.5%	i	42.5	4.9%	4.5%	-10.0%
CC1CC(C)CN(C(=O)c2ccc3c(c2)N(Cc2ccccc2)CCS3)C1 (centres undefined)	41.4	13.1	i	3.4	5.4%	.	.	-0.6%	i	39.1	5.1%	-1.4%	14.7%
COc1ccccc1Nc1nnc(SC(C)C(=O)NC2CC2)s1 (centres undefined)	.	.	i	0.7	-0.1%	.	.	.	i	43.1	.	.	0.9%
CCCC(=O)Nc1c(O)c2ccccc2[nH]c1=O	1.6	-6.7	i	2.4	0.1%	-4.2	860	-0.1%	i	12.2	-7.4%	10.3%	-9.1%
CC(C)(C)CC(=O)Nc1cccc(-c2cn3cccnc3n2)c1	6.1	14.0	i	0.6	3.4%	-0.7	1047	0.0%	i	61.0	3.9%	1.4%	9.0%
CCCCc1ccc(S(=O)(=O)Nc2nnc(C)s2)cc1	.	.	i	0.6	2.4%	.	.	-0.1%	i	44.6	-2.1%	-1.2%	12.5%
CC1(C)CC2CC(C)(CN2C(=O)CCCN2C(=O)c3ccccc3C2=O)C1 (centres undefined)	10.9	10.6	i	1.3	0.0%	4.4	1082	-0.2%	i	25.7	22.3%	7.4%	10.3%
CNC(=O)c1cc2c(cn1)[nH]c1ccccc12	.	.	i	1.4	2.3%	.	.	0.0%	i	26.5	1.1%	-1.5%	10.9%
CCn1c(CNc2ccc(F)cc2)nnc1SCC#N	-5.0	-8.9	i	0.8	1.5%	0.1	1006	-0.2%	i	59.2	.	.	6.1%
C=C(C)CSc1nnc(CCNC(=O)OC(C)(C)C)o1	.	.	i	12.4	-0.9%	-4.6	1035	0.8%	i	36.6	12.4%	-0.9%	0.7%
O=C(O)c1ccc(N2CCOCC2)c(N2C(=O)C3C4C=CC(C4)C3C2=O)c1 (centres undefined)	-24.7	-15.9	i	0.2	1.7%	1.0	1544	0.5%	i	45.5	2.2%	-1.7%	-0.8%
Cc1ccc(-c2cc(C(=O)Nc3cccnc3)c3ccccc3n2)s1	.	.	i	4.9	4.9%	.	.	-0.6%	i	70.7	7.5%	0.3%	6.9%
O=C(NC(=S)Nc1ccc(S(=O)(=O)Nc2nccs2)cc1)c1cccnc1	0.5	-25.1	i	0.4	1.4%	-0.9	1022	0.9%	i	19.6	2.2%	14.8%	6.6%
CCCNc1c(NS(=O)(=O)c2ccc(Cl)s2)c(=O)oc2ccccc12	.	.	i	0.8	5.8%	.	.	0.4%	i	46.1	10.8%	2.9%	4.2%
COc1cc(-c2csc(CCn3nc(C)cc3C)n2)cc(OC)c1OC	6.0	0.6	i	0.2	0.9%	-2.7	1053	0.2%	i	27.0	13.5%	0.4%	4.5%
Later entries.
SMILES	WT yeast gro inh	WT yeast gro inh mutant strain	Myeloid diff MLP	Myeloid diff MLP GFP+ MAC1+ %	RSV CPE inhibition	bCat nuc transl	bCat nuc transl cell count 5 µM	West Nile antiviral	T cell modulator	T cell modulator vesicle-bound %	SV40 large T antigen	Salmonella PhoP GFP	Rac1 GTP hydrolysis
CCCNC(=O)N1c2ccccc2Sc2ccccc21	.	.	i	0.7	.	0.3	1274	-0.5%	i	40.6	5.0%	-7.0%	7.7%
COc1ccc(NC(=O)NC23CC4CC(CC(C4)C2)C3)cc1OC	18.4	19.2	.	.	2.7%	-6.6	1276	0.0%	i	34.8	6.5%	17.3%	11.2%
Cc1csc(NC(=O)c2ccc(C)c(S(=O)(=O)N3CCCCC3)c2)n1	22.5	-12.4	i	1.6	0.8%	-2.4	872	-1.3%	i	28.2	1.3%	0.5%	-7.8%
CC12C(=O)N(c3nccs3)C(=O)C1C1C=CC2C1 (centres undefined)	-1.5	-0.6	i	6.1	-0.4%	.	.	0.3%	i	11.0	2.5%	12.6%	7.9%
O=C(Nc1ccc(Br)cn1)c1cccc2c1-c1ccccc1C2=O	10.5	15.3	.	.	-3.4%	1.0	580	0.2%	i	35.3	19.1%	-11.8%	2.0%
Cc1c(NC(=O)CSc2n[nH]c(=O)n2-c2ccccc2)c(=O)n(-c2ccccc2)n1C	-10.3	8.2	i	0.1	0.5%	0.3	1041	0.3%	i	20.7	0.1%	-6.3%	0.9%
CSCC[C@H](NC(=O)[C@H](Cc1ccccc1)n1c(=O)[nH]c2ccccc2c1=O)C(=O)N1CCC[C@@H]1C(=O)O	.	.	i	2.9	0.9%	.	.	0.2%	i	45.4	-6.5%	1.0%	-2.4%
O=C1CC(N2CCN(c3ccc(F)cc3)CC2)C(=O)N1Cc1ccccc1 (centres undefined)	.	.	i	0.6	0.9%	.	.	-0.4%	i	43.2	17.8%	-5.7%	0.2%
CCOC(=O)C(=O)C1=C(N2CCOCC2)/C(=C\c2cccc([N+](=O)[O-])c2)CC1	-11.1	-11.4	i	0.5	0.5%	0.0	1079	-0.1%	i	18.8	12.1%	-1.7%	2.2%
O=C(NC1CCCCC1)c1ccc(Cn2cc(Cl)cn2)cc1	7.6	-10.4	i	0.0	2.2%	-1.6	1211	0.2%	i	13.8	6.3%	-6.2%	3.2%
C=C(C)c1cccc(C(C)(C)NC(=O)NCC2COCCO2)c1 (centres undefined)	-17.6	-5.3	i	0.4	0.9%	1.8	1015	0.3%	i	26.3	1.2%	-12.2%	7.6%
N/C(=N\OC(=O)c1cc(Cl)ccc1Cl)c1ccncc1	16.2	18.3	i	0.1	16.9%	-0.1	827	0.2%	i	64.8	5.3%	-6.5%	7.9%
COC(=O)NC(=C(Cl)Cl)S(=O)(=O)c1ccccc1	-16.2	1.6	i	0.1	3.5%	5.3	1218	1.6%	i	20.8	18.8%	13.0%	5.3%
CNS(=O)(=O)c1cc(C(=O)NCc2ccco2)ccc1Cl	-21.0	-23.0	i	1.0	4.0%	-2.5	1223	0.1%	i	56.9	0.3%	-0.4%	7.9%
Cc1ccc2nc(N3CCN(Cc4nnnn4C4CCCC4)CC3)c(C#N)cc2c1	8.1	11.3	i	0.6	2.7%	1.4	526	-1.8%	i	50.6	-0.3%	5.7%	7.2%
COc1ccc(-n2c(=O)c3c4c(sc3n(Cc3cccc(F)c3)c2=O)CN(C(C)=O)CC4)c(OC)c1	-9.5	5.2	.	.	1.2%	-0.8	1107	-0.1%	i	20.7	12.4%	0.1%	.
C/C(Cc1ccccc1)=N\NC(=O)CNC(=O)c1ccccc1Cl	.	.	i	1.5	0.2%	1.4	1341	0.4%	i	20.9	3.1%	10.4%	-10.0%
CC(=O)Nc1cccc(C(=O)OC(C)C(=O)NCc2ccc3c(c2)OCO3)c1 (centres undefined)	.	.	i	0.5	1.9%	.	.	.	i	13.8	14.7%	-9.7%	3.4%
O=S(=O)(NCc1nc(-c2ccccc2)no1)c1ccc(F)cc1	.	.	i	0.3	1.7%	.	.	-1.2%	i	8.3	13.5%	-3.7%	3.7%
CCCOc1ccc(N2C(=O)CC(SC(=N)N3N=C(c4ccccc4)CC3c3ccccc3)C2=O)cc1 (centres undefined)	-13.3	2.8	i	1.3	?	-0.5	1143	1.2%	i	8.0	1.9%	-6.7%	4.6%
O=C1CCN(C(=O)Nc2cccc(Cl)c2)N1	0.1	1.0	i	2.3	1.2%	2.1	1375	-0.3%	i	43.9	16.4%	3.7%	-5.4%
Cc1c(C)c2ccc(OCC(=O)N3CCOCC3)c(C)c2oc1=O	-3.5	0.1	i	0.4	-2.4%	0.6	958	-0.9%	i	43.9	11.5%	-2.1%	0.3%
CCN(CC(=O)Nc1ccccc1C(F)(F)F)C(=O)CCS(=O)(=O)c1ccc(Cl)cc1	.	.	i	1.1	1.5%	.	.	.	i	37.3	14.8%	0.9%	-2.5%
